# HP1b binding inh = HTS for Inhibitors of HP1-beta Chromodomain Interactions with Methylated Histone Tails. Potency, µM (doses to about 114 µM), without a hit: at the top dose activity change, negative = inhibition, most hits filed as inhibitors. AID 540317, 2011. AlphaScreen HP1-beta / biotin-H3K9me3 peptide binding. 0.56% of 390,000 active; further: potency means the concentration at half of the fitted maximal effect; nearly all actives have a fitted effect of over 70% in size; inactives centre near 23
#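 Compound inhibition of the preformed complex between 50 nM HP1-beta and 50 nM biotinylated H3K9me3 peptide was read by AlphaScreen. Buffer was PBS pH 7.4 with 0.01% Tween-20. Incubations ran 30 min at room temperature, with 10 ug/mL donor/acceptor beads.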
# ERG-DNA inh = qHTS for Small Molecule Inhibitors of the ERG Ets/DNA interaction | Transcriptional regulator ERG (Homo sapiens), P11308 | fluorescence polarization, His-ERG Ets domain / labelled DNA | Potency, µM (titrated, usually from 76.9 µM), for inactives: top-dose FP activity, negative = inhibition, hits mostly inhibitors | 0.028% of 370,000 active; active means well fitted inhibition curve with a large enough effect in the polarisation, with a control signal flat; inconclusive means small, poorly fitted or top-dose-only effect, or effect the other way, or a change in a side signal; inactive means no such curve, though single readings can be large or run the other way; the % refers to the polarisation;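 further: polarization taken with two DNA probes labelled with fluorescein and Texas red; potency means the concentration at half of the fitted maximal effect; % of control where 0% means no effect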
#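 His-tagged ERG Ets domain (1 uM in the protein solution; 300mM KCl, 50mM Tris-HCl, 1mM EDTA, 1mM DTT, pH 7.5) received compound, then a probe mix of 5 nM fluorescein-DNA and 100nM Texas-615-DNA. Fluorescence polarization was read for both dyes.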
# PI4K2A block = qHTS for small molecular inhibitors of PI4K2A; 0.13% of 420,000 active; purified PI4K2A, ADP-Glo luminescence, 1 h; hits give low values; AID 1346378, 2018; Phosphatidylinositol 4-kinase type 2-alpha (Homo sapiens), Q9BTU6; activity change, negative = inhibition, % at 76.9 µM; in the data active means activity change below about -50%; inconclusive means mostly about -30% to -49%;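 further: -100% = wells without enzyme as full effect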
#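 ADP-Glo luminescence measured ADP generated by PI4K2A enzyme (4 ug/mL before mixing) with 1.2 mM PI substrate (pre-mix) and 300 microM ATP (pre-mix). Tris pH7.5 buffer with MgCl2, Triton X-100; 1 h reaction at ambient temperature.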
# G9a inh = qHTS Assay for Inhibitors of Histone Lysine Methyltransferase G9a; Histone-lysine N-methyltransferase EHMT2 (Homo sapiens), Q96KQ7; G9a H3K9 monomethylation, AlphaScreen, 2 h; Potency, µM (top dose mostly 102 µM), for inactives: top-dose activity, negative = inhibition, hits mostly inhibitors; 8.8% of 350,000 active; AID 504332, 2011; further: potency means the concentration at half of the fitted maximal effect; on the % scale 0 is the no-effect control and ±100 the full control effect; nearly all actives have a fitted effect of over 75% in size
#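 Signal arises when biotinylated H3K9 peptide, once monomethylated, bridges streptavidin donor and antibody-captured acceptor beads. Enzyme at 20 nM was preincubated 15 min with test compounds; peptide 500 nM and SAM 20 uM then reacted for 2 h.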
# GLS inhibitor = qHTS for Inhibitors of Glutaminase (GLS); AID 624170, 2012; GLS enzymatic activity, qHTS titration; Glutaminase kidney isoform, mitochondrial (Homo sapiens), O94925; Potency, µM (top dose mostly 45.5 µM), for inactives: at the highest dose activity change, negative = inhibition, most hits filed as inhibitors; 0.21% of 410,000 active; further: potency means the concentration at half of the fitted maximal effect; on the % scale 0 is the no-effect control and ±100 the full control effect
#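 hKGA in 45 mM KH2PO4 pH 8.2, 0.02% Tween-20 with pin-transferred compounds; 1 mM L-glutamine (stock) plus glutamate oxidase/HRP/Amplex Red coupling added. Fluorescence read initially and after 30 min at RT.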
# BAZ2B inh = qHTS Assay for Inhibitors of BAZ2B | Bromodomain adjacent to zinc finger domain protein 2B (Homo sapiens), Q9UIF8 | AlphaScreen BAZ2B-H3K14Ac peptide displacement | Potency, µM (top dose mostly 114 µM), inactives show at the top dose activity change, negative = inhibition, most hits filed as inhibitors | 4.4% of 360,000 active | AID 504333, 2011; further: potency means the concentration at half of the fitted maximal effect; on the % scale 0 is the no-effect control and ±100 the full control effect; nearly all actives have a fitted effect of over 60% in size
# Target sequence (Q9UIF8 whole entry, looked up, the tested form may be a part): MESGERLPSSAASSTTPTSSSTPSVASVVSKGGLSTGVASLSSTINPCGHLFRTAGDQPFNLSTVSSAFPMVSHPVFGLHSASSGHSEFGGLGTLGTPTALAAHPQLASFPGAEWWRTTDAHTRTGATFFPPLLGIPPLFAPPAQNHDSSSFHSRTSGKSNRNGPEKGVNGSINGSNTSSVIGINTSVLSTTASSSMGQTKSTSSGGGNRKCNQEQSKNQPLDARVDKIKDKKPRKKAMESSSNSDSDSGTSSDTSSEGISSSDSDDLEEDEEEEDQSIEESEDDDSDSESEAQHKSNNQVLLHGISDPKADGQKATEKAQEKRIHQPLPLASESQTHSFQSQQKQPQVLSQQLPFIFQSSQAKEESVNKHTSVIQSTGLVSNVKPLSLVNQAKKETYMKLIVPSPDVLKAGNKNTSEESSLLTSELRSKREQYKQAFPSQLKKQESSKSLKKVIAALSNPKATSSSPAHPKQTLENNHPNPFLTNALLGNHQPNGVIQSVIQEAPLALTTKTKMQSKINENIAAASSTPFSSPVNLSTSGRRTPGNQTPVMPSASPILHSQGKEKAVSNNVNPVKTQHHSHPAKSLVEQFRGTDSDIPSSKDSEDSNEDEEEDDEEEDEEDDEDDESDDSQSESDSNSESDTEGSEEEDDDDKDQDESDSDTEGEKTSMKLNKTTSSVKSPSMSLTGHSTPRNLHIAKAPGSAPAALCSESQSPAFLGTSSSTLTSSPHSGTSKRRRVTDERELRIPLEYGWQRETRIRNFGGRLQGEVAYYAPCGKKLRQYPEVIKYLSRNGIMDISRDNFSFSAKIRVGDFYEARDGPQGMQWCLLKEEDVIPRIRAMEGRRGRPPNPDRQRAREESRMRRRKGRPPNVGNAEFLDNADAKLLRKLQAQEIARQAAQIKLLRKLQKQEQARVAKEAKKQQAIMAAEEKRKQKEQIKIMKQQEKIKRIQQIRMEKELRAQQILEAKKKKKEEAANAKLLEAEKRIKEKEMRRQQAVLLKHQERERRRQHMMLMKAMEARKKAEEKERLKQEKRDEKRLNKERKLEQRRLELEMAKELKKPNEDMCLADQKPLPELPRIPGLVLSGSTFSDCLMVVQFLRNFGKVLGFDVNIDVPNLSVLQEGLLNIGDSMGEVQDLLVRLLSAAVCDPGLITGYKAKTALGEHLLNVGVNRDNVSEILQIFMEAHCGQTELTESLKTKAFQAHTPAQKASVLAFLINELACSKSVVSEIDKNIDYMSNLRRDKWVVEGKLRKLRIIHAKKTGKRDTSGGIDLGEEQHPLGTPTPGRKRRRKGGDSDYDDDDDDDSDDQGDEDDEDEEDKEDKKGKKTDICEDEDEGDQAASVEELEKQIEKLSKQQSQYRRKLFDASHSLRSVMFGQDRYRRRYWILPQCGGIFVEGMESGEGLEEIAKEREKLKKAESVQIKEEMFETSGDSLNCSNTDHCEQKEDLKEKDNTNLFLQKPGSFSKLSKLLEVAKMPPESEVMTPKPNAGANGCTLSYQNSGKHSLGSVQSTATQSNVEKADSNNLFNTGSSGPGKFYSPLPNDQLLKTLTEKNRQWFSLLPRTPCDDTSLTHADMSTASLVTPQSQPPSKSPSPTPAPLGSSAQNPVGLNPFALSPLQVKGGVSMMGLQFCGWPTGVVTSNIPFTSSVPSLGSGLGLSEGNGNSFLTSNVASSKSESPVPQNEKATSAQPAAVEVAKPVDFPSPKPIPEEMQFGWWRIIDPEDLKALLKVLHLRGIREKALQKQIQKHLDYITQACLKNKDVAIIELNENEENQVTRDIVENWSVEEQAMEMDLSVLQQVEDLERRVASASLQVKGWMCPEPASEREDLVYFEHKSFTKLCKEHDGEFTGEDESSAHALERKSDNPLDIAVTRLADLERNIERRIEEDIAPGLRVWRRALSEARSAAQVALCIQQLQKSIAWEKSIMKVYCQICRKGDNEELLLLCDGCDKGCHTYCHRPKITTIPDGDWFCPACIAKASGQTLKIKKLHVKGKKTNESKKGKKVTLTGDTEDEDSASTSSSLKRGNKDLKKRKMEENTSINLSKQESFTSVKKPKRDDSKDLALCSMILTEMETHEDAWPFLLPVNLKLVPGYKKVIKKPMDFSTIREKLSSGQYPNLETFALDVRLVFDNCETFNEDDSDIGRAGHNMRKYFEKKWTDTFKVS
#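 AlphaScreen luminescence quantifies BAZ2B engagement of H3K14Ac peptide; the protein and biotinylated peptide are both at 50 nM final, buffer PBS pH 7.4 with 0.01% Tween-20, all steps at room temperature.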
# JMJD2A Tudor inh = qHTS Assay for Inhibitors of JMJD2A-Tudor Domain; AID 504339, 2011; AlphaScreen JMJD2A-Tudor / H3K4me3 peptide binding; 4.4% of 390,000 active; Potency, µM (series often up to 114 µM), for the others: top-dose activity change, negative = inhibition, actives largely listed as inhibitors; further: potency means the concentration at half of the fitted maximal effect; on the % scale 0 is the no-effect control and ±100 the full control effect; nearly all actives have a fitted effect of over 50% in size
# PGK inhibitor = qHTS Assay to Find Inhibitors of Phosphoglycerate Kinase | PGK/GAPDH coupled, Kinase-Glo luminescence, 60 min | 0.043% of 380,000 active | Potency, µM (series often up to 57.5 µM), inactives show top-dose activity change, negative = inhibition, actives largely listed as inhibitors; further: potency means the concentration at half of the fitted maximal effect; on the % scale 0 is the no-effect control and ±100 the full control effect; nearly all actives have a fitted effect of over 60% in size
#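 Luminescent ATP detection (Kinase-Glo Plus) follows a 60-minute room-temperature incubation, with wells lacking PGK as controls. Buffer: 100 mM TEA (pH 7.6), 5 mM MgCl2, 0.01% Tween-20. Coupling enzyme GAPDH (100 nM final) supplies unstable 1,3-BPG in-well.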
# Pin1 inhibitor = qHTS Assay to Find Inhibitors of Pin1. Pin1 FP peptide displacement, HiFluor488, 10 min. 0.009% of 390,000 active. Potency, µM (top dose mostly 115 µM), for the others: at the top dose activity, negative = inhibition, hits mostly inhibitors. Peptidyl-prolyl cis-trans isomerase NIMA-interacting 1 (Homo sapiens), Q13526; active means well fitted inhibition curve with a large enough effect in the polarisation, with a control signal flat, not every such curve was filed as active; inconclusive means small, poorly fitted or top-dose-only effect, or effect the other way, or a change in a side signal; inactive means no such curve, though single readings can be large or run the other way; the % refers to the polarisation; further: potency means the concentration at half of the fitted maximal effect; on the % scale 0 is the no-effect control and ±100 the full control effect
# * marks the source's active call; other numbers are inactive results; i = inactive; ? = inconclusive; . = not tested or not shown; [ ] = remark or other dose. Unless noted, the call rests on the fitted dose curve; in most records, active means well fitted curve in the direction sought with a large enough effect; inconclusive means small, poorly fitted or top-dose-only effect, or another doubt; inactive means no such curve, though single readings can be large; an effect the other way counts as inactive or inconclusive.
nr	HP1b binding inh	ERG-DNA inh	PI4K2A block	G9a inh	GLS inhibitor	BAZ2B inh	JMJD2A Tudor inh	SMILES	PGK inhibitor	Pin1 inhibitor
1	5.7%	-4.2%	-8.3	-4.0%[59 µM]	1.7%	0.5%	-26.1%	O=C(c1ccc2c(=O)n(Cc3ccco3)c(=S)[nH]c2c1)N1CCN(Cc2ccccc2)CC1	2.5%	7.1%
2	12.8%	14.3%	3.9	-36.7%	4.2%	10.4%	-14.5%	O=C(c1ccc(S(=O)(=O)Nc2ccccc2Cl)cc1)N1CCOCC1	-9.1%	-0.1%
3	9.7%	-0.1%	4.5	14.0%	0.0%	-13.2%	-3.8%	CC1C(Br)C(=O)NC(=O)N1Cc1ccccc1 (stereo unspecified)	-1.1%	-5.7%
4	1.0%	-1.7%	-0.4	-12.2%	-2.5%	-4.3%	-12.5%	C=CCn1c(SCC(=O)N(CCOC)c2c(N)n(CCCC)c(=O)[nH]c2=O)nnc1-c1ccc(Cl)cc1	8.2%	-1.0%
5	22.0%	-10.9%	0.3	-4.3%[59 µM]	-4.0%	11.5%	-20.5%	O=C(CNS(=O)(=O)c1ccc(Br)s1)N1CCCC1	-7.6%	-7.6%
6	97.9%[activator]	5.1%	0.2	.	-5.4%	.	0.0%	CCOc1ccc(N=Cc2ccccc2O)cc1	-0.5%	0.0%
7	52.9%[activator]	3.8%	40.7	36.2%	8.2%	13.4%	28.1%	COc1ccc(CN2C(=O)c3ccccc3C2=O)cc1	-1.9%	-7.4%
8	35.4%	1.2%	2.0	.	-3.0%	.	-23.6%	O=C(NCc1nc2ccccc2[nH]1)C1=C[C@H](c2ccc(C(F)(F)F)cc2)C[C@H](OCCCCO)O1	1.9%	-6.3%
9	59.1%[activator]	-4.3%	-4.9	-37.3%	-12.9%	-20.1%	-0.7%	C=CCc1cc(C=O)cc(OC)c1OCc1ccc(C(=O)O)cc1	i	-6.1%
10	33.5%	0.9%	3.1	95.1%[activator]	-1.1%	-2.4%	-8.2%	Cc1c(Cl)cccc1NC(=O)NCc1ccccn1	i	-9.5%
11	52.6%[activator]	-1.3%	-6.4	4.3%[59 µM]	10.6%	-1.8%	3.3%	CCOc1ccc(-c2cc3nc(C4CCN(C(=O)OC(C)(C)C)CC4)c(C(=O)Nc4c(C)cccc4C)cn3n2)cc1	-12.7%	55.1%[activator]
12	24.1%	1.6%	-1.5	1.8%	3.0%	-0.3%	-15.5%	O=C(NCCCN1CCOCC1)C(=O)NCc1ccco1	5.6%	-8.5%
13	48.0%[activator]	-4.7%	2.5	-36.5%[12.7 µM]	-1.7%	-36.9%	7.8%	Cc1nn(CC(=O)N2CCN(Cc3ccccc3)CC2)c(=O)c2ccccc12	3.5%	-1.4%
14	26.0%	8.1%	2.3	-8.1%[2.33 µM]	-3.6%	4.5%	-3.4%	NC(=O)c1ccc(NC(=O)CCN=C2NS(=O)(=O)c3ccccc32)cc1	-10.9%	-0.6%
15	37.4%	-2.6%	-0.3	-11.7%[59 µM]	2.9%	-19.4%	1.4%	COc1ccc(/C=C2\N=C(C)N(c3ccc(C(=O)O)cc3)C2=O)cc1OC	2.6%	1.3%
16	17.6%	9.8%	-3.3	.	5.8%	.	-16.0%	CC(C)[C@H](NC(=O)c1ccccc1Cl)C(=O)OCC(=O)N1CCCCC1	-0.6%	4.7%
17	19.2%	4.6%	-0.4	25.2%[59 µM]	-2.6%	-2.3%	-16.6%	CCOC(=O)c1[nH]c(C)c(C(=O)Nc2ccc(C)c(Cl)c2)c1C	-1.3%	-2.5%
18	29.6%	-18.6%	-2.2	0.8%	-6.4%	-19.5%	5.8%	COc1ccc(/C=C(\NC(=O)c2ccc(C)cc2)C(=O)Nc2ccc(C(=O)O)cc2)cc1	-6.1%	-3.8%
19	37.9%	.	-4.8	-2.9%	6.2%	?	-22.7%	CN1CC(=O)N/C1=N\C(=O)Nc1ccc2c(c1)N(C)C(=O)CS2	.	-2.6%
20	25.9%	-2.7%	12.1	10.5%	8.2%	-19.4%	-12.1%	CC(C)CNC(=O)COC(=O)c1ccc2c(c1)C(=O)N(Cc1ccco1)C2=O	1.0%	0.0%
21	100.8%[activator]	-12.4%	3.6	.	-5.0%	.	51.2%[activator]	CCc1cc(C(=O)N2CCCc3ccccc32)sc1C	1.3%	3.1%
22	25.4%	-10.2%	0.6	12.6%	-7.2%	10.3%	2.8%	O=C(CSC1=NS(=O)(=O)c2cc(F)ccc2N1)NCc1ccccc1Cl	-6.2%	-7.0%
23	25.1%	3.4%	-4.9	8.5%	-5.0%	-2.3%	-18.1%	COc1ccc(Cl)cc1NC(=O)CSc1nc(NS(=O)(=O)c2ccc(C)cc2)cc(=O)[nH]1	1.2%	-0.8%
24	-0.3%	-5.1%	-0.8	-2.6%	-0.1%	18.3%	-6.4%	COc1ccc(-c2noc(CCC(=O)NCCc3ccccc3)n2)cc1	2.5%	2.1%
25	36.7%	-15.9%	0.5	-3.6%[59 µM]	-3.6%	0.2%	-6.2%	CCOC(=O)c1cnc2c(Cl)cc(Cl)cc2c1Nc1ccccc1OC	1.2%	-0.2%
26	10.3%[57 µM]	-12.2%	7.0	15.9%	-3.0%	-2.2%	-20.4%	COc1cccc(NC(=O)Cn2c(=O)n(CCC(=O)NCc3ccco3)c(=O)c3ccccc32)c1	0.3%	9.8%
27	31.4%	-0.2%	0.2	11.4%	15.8%	-2.8%	4.2%	CN(C)c1ccc(P(=O)(OCc2ccccc2)C(O)c2ccc(Cl)cc2)cc1 (stereo unspecified)	-6.3%	-2.3%
28	37.3%	10.0%	2.6	-10.2%	-6.5%	-19.3%	-7.8%	Cc1cccc2nc(CSc3nc4[nH]ncc4c(=O)n3-c3ccccc3Cl)cc(=O)n12	i	6.4%
29	-13.1%	5.4%	3.9	-21.8%	4.1%	-38.8%	?	Cc1ccc(C)c(-c2cc(C(=O)Nc3sc(C)c(C)c3C(N)=O)c3ccccc3n2)c1	-2.9%	27.3%
30	24.9%	.	0.1	0.0%[0.501 µM]	6.6%	-3.5%	-9.9%	CC(NC(=O)NC(N)=O)(C(F)(F)F)C(F)(F)F	-4.1%	-1.7%
31	19.6%	1.2%	-2.9	0.1%[59 µM]	3.2%	-5.4%	-8.8%	O=C(NCc1ccco1)Oc1ccccc1	i	-2.1%
32	?	-3.0%	3.7	.	-0.9%	?	25.1µM*	CCN(Cc1ccncc1)Cc1ccc(OC)c(OC)c1	-8.3%	-3.0%
33	35.2%	1.9%	-2.0	10.5%[12.7 µM]	7.0%	-26.1%	9.3%	CN1C(=O)CC(Sc2ccccc2C(=O)O)C1=O (stereo unspecified)	7.6%	1.5%
34	4.5%	25.2%	-1.9	50.1µM*	4.3%	-13.1%	-12.6%	O=C(Cn1cnc([N+](=O)[O-])c1)Nc1ccc(F)c(Cl)c1	4.5%	-0.7%
35	14.6%	-8.9%	7.7	-16.8%[59 µM]	0.6%	?	-24.1%	Nc1nc(SCc2ccc(Cl)cc2Cl)nc2nc3c(cc12)CCCC3	-12.0%	?
36	19.2%	-6.1%	-1.4	6.5%[59 µM]	-23.2%	-0.1%	-20.7%	Cc1ccc(-c2cc(C(F)F)n3ncc(C(=O)N4CCN(c5cccc(C)c5C)CC4)c3n2)cc1	-1.5%	-0.2%
37	30.0%	-4.1%	-0.2	20.5%[0.501 µM]	-7.0%	-14.1%	-22.1%	CC(=O)c1sc(NC(=O)c2ccc3c(c2)OCO3)nc1C	-11.9%	15.2%
38	29.0%	3.5%	0.6	.	-0.2%	.	-5.1%	CN(Cc1ccccc1)C(=O)c1cccc(NC(=O)Cc2ccc(NC(=O)C3CCN(C(=O)C4CC4)CC3)cc2)c1	9.6%	2.0%
39	18.1%	-9.4%	-3.7	0.9%[12.7 µM]	0.8%	9.6%	-11.2%	Nc1ccc(-c2nc3cc([N+](=O)[O-])ccc3o2)cc1	i	5.9%
40	27.0%	5.3%	-1.4	3.0%[59 µM]	1.3%	-11.7%	-11.3%	Cc1coc2cc3oc(=O)c(CC(=O)NCc4ccccc4)c(C)c3cc12	-2.2%	34.7%[activator]
41	34.3%	3.7%	-3.1	?	-1.2%	-4.3%	-20.8%	O=C(NCc1cccs1)c1ccc(CSc2nc3ccncc3n2Cc2cccc(F)c2)cc1	6.2%	1.8%
42	-13.0%	-6.4%	-1.4	16.4%[59 µM]	-9.0%	.	-35.3%	CCC1(C)Cc2c(sc3c2c2ncnn2c2nnc(SCC(=O)NCc4ccco4)n32)CO1 (stereo unspecified)	-10.0%	0.8%
43	11.7%	-11.3%	4.0	.	-1.3%	.	-13.2%	COCCN1CCC(CO)C1 (stereo unspecified)	i	-8.7%

# Bioassay records: PubChem, National Center for Advancing Translational Sciences (NCATS)
